# HEK293 tox: cytotoxic in the GLP-1 receptor inverse agonist counter-screen. HEK293 cAMP-luciferase reporter cells, luminescence, 24 h. Potency, µM (doses to about 38.3 µM), without a hit: at the highest dose activity change, negative = inhibition, usual class: inhibitors. 410,000 tested, 0.13% active. AID 624418;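 note: loss of luciferase light is scored as toxicity; potency is the fitted concentration of half-maximal effect; % is set by controls: 0 for no effect and ±100 for the full control effect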
#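 To flag toxic compounds, the library was rerun on cells for 24 hr at 37 deg C and 5% CO2. Viability-linked luminescence was captured 12 min after adding luciferase detection reagent.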
# HT1080 IDH1KD tx: toxicity to HT-1080 IDH1 knockdown cells (counter line); HT-1080 IDH1 knockdown viability, ATP luminescence, 48 h; Potency, µM (series often up to 46.1 µM), for inactives: at the highest dose activity, negative = toxicity, actives largely listed as cytotoxic; 360,000 tested, 2% active; AID 686971;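 note: potency is the fitted concentration of half-maximal effect; 0% = DMSO wells and -100% = cell-free medium wells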
#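 CellTiter-Glo luminescence after 48 h compound exposure at 37 degrees C of IDH1-knockdown HT-1080 cells in 5% FBS RPMI. %Activity scaled between DMSO wells and cell-free media wells, with curves fitted and assigned curve classes.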
# IL-1B inflam inh: blocks inflammasome-driven IL-1 beta release | THP-1 LPS/ATP IL-1B secretion, AlphaLISA, 16 h; active compounds read low | activity change, % at 57.5 µM | 360,000 tested, 4.7% active | AID 743279; in the data active = activity change below about -50%; inconclusive = mostly about -30% to -49%; note: % is set by controls: 0 for no effect and ±100 for the full control effect
#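 Secreted IL-1B measured by AlphaLISA bead assay after 16 h compound exposure of THP-1 cells; compounds (final up to 57.5 uM) added 1 h before LPS (250 ng/mL) and ATP (1.25 mM) stimulation; lower signal means less secretion.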
# D3 ag: agonists of human D3 dopamine receptor; max activation, %; 410,000 tested, 0.58% active; D3R DiscoveRx beta-arrestin cells, luminescence, 90 min; P35462; in the data active = max activation above about 30%; note: 0% is about no effect; mostly tested at two doses, the higher about 12 µM
# Target sequence (P35462 whole entry, looked up): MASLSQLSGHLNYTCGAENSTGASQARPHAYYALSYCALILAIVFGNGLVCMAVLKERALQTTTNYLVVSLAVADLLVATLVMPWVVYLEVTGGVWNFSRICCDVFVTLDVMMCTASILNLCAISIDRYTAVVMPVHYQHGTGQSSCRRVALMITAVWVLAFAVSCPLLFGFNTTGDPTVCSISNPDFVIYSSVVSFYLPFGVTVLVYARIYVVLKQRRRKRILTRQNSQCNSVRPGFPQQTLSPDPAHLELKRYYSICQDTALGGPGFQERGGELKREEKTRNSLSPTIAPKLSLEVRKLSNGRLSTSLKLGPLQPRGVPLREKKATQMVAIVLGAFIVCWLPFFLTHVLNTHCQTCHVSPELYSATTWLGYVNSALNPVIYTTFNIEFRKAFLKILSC
#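 Agonist mode: compounds and dopamine controls were applied to plated cells for 90 min at 37 degrees C after an overnight attachment at 1500 cells/well. Luminescent read-out followed 30 - 60 minutes at room temperature with DiscoveRx detection reagent.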
# KB-V1 MDR tox: kills drug-selected multidrug resistant KB-V1 cells; KB-V1 MDR cells viability, CellTiter-Glo, 72 h; Potency, µM (top dose mostly 46.1 µM), for the others: top-dose activity change, negative = cytotoxicity, hits mostly cytotoxic; 400,000 tested, 3.4% active; note: potency is the fitted concentration of half-maximal effect; % is set by controls: 0 for no effect and ±100 for the full control effect; nearly all actives have a fitted effect of over 60% in size
#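 Following 72 h at 37 degrees C with compound, KB-V1 cell viability was read by CellTiter-Glo luminescence, medium being phenol-red-free DMEM plus 10% FBS; concentration-response parameters came from normalized, curve-fitted qHTS data.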
# HT1080NT lethal: kills 2HG-producing HT-1080-NT fibrosarcoma cells. HT-1080-NT fibrosarcoma viability, CellTiter-Glo ATP luminescence, 48 h. Potency, µM (top dose mostly 46.1 µM), without a hit: at the highest dose activity, negative = less viability, actives largely listed as cytotoxic. 360,000 tested, 1.6% active. AID 686970;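 note: NT is the 2HG producing partner of a matched IDH1 knockdown line; potency is the fitted concentration of half-maximal effect; 0% = DMSO-treated cells and -100% = media-only wells without cells; nearly all actives have a fitted effect of over 55% in size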
#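 A 48-hour cytotoxicity screen used HT-1080-NT cells plated 2 hours before compound delivery. ATP-based CellTiter-Glo luminescence measured viability, normalized to DMSO and no-cell controls.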
# KB-3-1 cytotox: KB-3-1 parental cell cytotoxicity. KB-3-1 viability, CellTiter-Glo ATP luminescence, 72 h. Potency, µM (top dose mostly 46.1 µM), for the others: top-dose activity change, negative = cytotoxic, most hits filed as cytotoxic. 400,000 tested, 1.4% active; note: potency is the fitted concentration of half-maximal effect; % is set by controls: 0 for no effect and ±100 for the full control effect; nearly all actives have a fitted effect of over 60% in size
#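 Screening of KB-3-1 cells (DMEM, 10% FBS, phenol-red free) ran from lowest to highest compound concentration; after 72 h at 37 °C viability was read luminescently and curves fitted.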
# SW480 rereplic: induces DNA re-replication in SW480 colon adenocarcinoma cells; SW480 DNA re-replication, Hoechst DNA content imaging, 48 h; Potency, µM (top dose mostly 46.1 µM), for the others: at the highest dose re-replication activation, usual class: activators; 340,000 tested, 1.8% active; AID 624297; note: potency is the fitted concentration of half-maximal effect; % of control where 0% means no effect; nearly all actives have a fitted effect of over 55% in size
#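 SW480 cells exposed to compounds for 48 hr at 37 C, 5% CO2, then Hoechst-stained 40 min. Nuclear DNA content imaged by fluorescence scanning (405 nm excitation, 500-530 nm emission); re-replication scored as increased high-intensity nuclei.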
# MCF10A rereplic: inducers of DNA re-replication in MCF 10A breast cells; MCF 10A DNA re-replication, Hoechst nuclear intensity, 48 h; Potency, µM (highest dose often 46.1 µM), without a hit: at the highest dose activity, positive = re-replication, usual class: activators; 350,000 tested, 2.9% active; AID 624296; note: potency is the fitted concentration of half-maximal effect; % of control where 0% means no effect; nearly all actives have a fitted effect of over 50% in size
# Starred values were filed as active, the others as inactive; ? = inconclusive; / = no result given; & = joins results of further samples; [ ] = dose if it differs, or a comment. Unless noted, calls come from the whole dose curve; as a rule, active = well fitted curve in the direction sought with a large enough effect; inconclusive = small, poorly fitted or top-dose-only effect, or another doubt; inactive = no such curve, though single readings can be large; an effect the other way counts as inactive or inconclusive.
SMILES,HEK293 tox,HT1080 IDH1KD tx,IL-1B inflam inh,D3 ag,KB-V1 MDR tox,HT1080NT lethal,KB-3-1 cytotox,SW480 rereplic,MCF10A rereplic
COc1cc(C2C(C#N)=C(N)Oc3cc(O)ccc32)cc(OC)c1OC (centres undefined),26%,?,20,2,?,0.56µM*,2.9µM*,-1%,1%
CN(C)C=C1C(=O)N(C2CCCCC2)C(=O)N(C2CCCCC2)C1=O,2%,?,-7,3,?,?,-15%,12%,?
N=C1c2ccccc2CN1NC(=O)c1ccc(Br)o1,?,2%,5,4,-4%,6%,4%,-20%,0%
CCCNC(=O)N1[C@H]2CC[C@@H]1C(C(=O)OC)=C(c1ccc(F)cc1OCc1ccccc1)C2,-52%,-24%,0,-11,9%,-24%,3%,-7%,5%
CCOC(=O)C1(c2ccccc2)CCN(CCC(=O)Nc2cccc(Br)c2)CC1,?,23µM*,-101*,-27,?,18µM*,?,-451%[inhibitor],?
O=c1c2ccccc2nc(-c2ccoc2)n1-c1ccccc1,-22%,-1%,-5,-3,?,26%,0%,0%,3%
CCn1c(O)c(C=NCCc2c[nH]c3ccccc23)c(=O)[nH]c1=O,8%,-4%,12,22,18%,3%[9.24 µM],3%,-2%,-1%
CC(=O)O[C@H](CC(=O)O)C[N+](C)(C)C,3%,2%,3,1,10%,-13%,0%,8%,0%
Cc1nc2ccc(Cl)cc2c(=O)n1-c1cccc(Cl)c1,7%,0%,0,-2,-2%,-1%,-5%,-112%[inhibitor],0%
COc1ccc(-c2n(-c3ccccn3)c3ccccc3[n+]2-c2ccccn2)cc1,2%,2%,0,-16,?,8%,0%,-6%,1%
CCC(=NCCCN1CCOCC1)c1c(O)n(-c2ccccc2C)c(=O)[nH]c1=O,-1%,4%,13,-7,9%,1%,0%,-10%,4%
OC1CCCCC1N1CCC(c2ccccc2)CC1 (centres undefined),3%,11%,-18,-41,2%,-2%,0%,-5%&-3%,-10%&12%
COc1ccc(CCn2c(O)c(C=NCCCn3ccnc3)c(=O)[nH]c2=O)cc1OC,-11%,1%,43,-3,1%,2%,19%,0%,1%
O=C1CN=C(c2ccccc2)c2ccccc2N1Cc1ccc(C(F)(F)F)cc1,?,-28%,5,-24,0%,7%,?,-10%,-5%
NN=C(N)N,5%,15%,7,8&6,-1%,-4%,0%,3%&-1%,-9%&4%
O=C(O)c1ccc(N=Cc2c(O)n(Cc3ccc(F)cc3)c(=O)[nH]c2=O)cc1,1%,19%,11,2,18%,8%,10%,-21%,0%
CN(C)c1ccc(/C=C2\C(=O)NC(=O)N(CCc3ccc(F)cc3)C2=O)cc1,1%,0%,6,1,11%,3%,1%,3%,?
CC(=NCCC1=CCCCC1)c1c(O)n(-c2ccccc2)c(=O)[nH]c1=O,?,-6%,?,-5,?,-10%,1%,-4%,11%
CC(=O)Nc1ccc(N=Cc2c(O)n(Cc3ccco3)c(=O)[nH]c2=O)cc1,?,12%,/,3,-4%,2%,1%,?,?
C=CCn1c(O)c(/C=N/N2CCOCC2)c(=O)[nH]c1=S,2%,11%,16,0,10%,15%,0%,-14%,-6%
CC1N(C)c2cc(NC(=O)c3ccco3)c(P(=O)(Nc3ccc([N+](=O)[O-])cc3)N3CCOCC3)cc2C1(C)C (centres undefined),-14%,10µM*,-55*,1,-85%,?,?,11%,?
CCC1(Oc2ccccc2)C(=O)NC(=O)NC1=O,-6%,3%,4,3,4%,6%,-16%,0%,-18%
O=C(/C=C/c1ccncc1)c1ccc2c(c1)OCCO2,?,18µM*,-98*,2,?,?,23µM*,?,?
O=C(Nc1ccccc1)Nc1cccc(Cl)c1Cl,?,?,-19,2,?,?,-24%,-1%,11%
COC(=O)[C@H]1[C@H]2C[C@@H]3c4[nH]c5cc(OC)ccc5c4CCN3C[C@H]2C[C@@H](OC(=O)/C=C/c2cc(OC)c(OC)c(OC)c2)[C@@H]1OC,-4%,?,50,12&-6,-13%,?,0%,18µM*,5.8µM*
CCC(C)NC(=O)CN1C(=O)CN=C(c2ccccc2)c2ccccc21 (centres undefined),?,21%,-13,-10,-19%,?,?,-8%,0%
COCCCOc1ccnc(CS(=O)c2nc3ccccc3[nH]2)c1C (centres undefined),3%,4%,17,18&-18,?,-8%,0%,-34%&-4%[inhibitor],-2%&1%
COc1ccc(C(=O)NC(=S)N2C[C@H]3C[C@H](C2)c2cccc(=O)n2C3)cc1,-1%,5%,-1,1,-11%,5%,0%,11%,3%
COCCNC(=O)c1c(NC(=O)c2ccc(Br)o2)n(Cc2ccccc2)c2nc3ccccc3nc12,32%[activator],0%,-10,3,12µM*,3%,-4%,?,5.8µM*
C[N+](C)(N)CCOC(=O)C(O)(c1ccccc1)C1CCCCC1 (centres undefined),0%,1%,-13,-4,-7%,2%,-3%,-3%,0%
CCOP(=O)(CN(CC)CCNP(=O)(OCC)OCC)OCC,1%,21%,17,4,?,18%,6%,-3%,1%
CCOc1ccc2nc(N=Nc3c(O)[nH]c(=O)[nH]c3=O)sc2c1,-18%,14%,6,-1,8%,24%,3%,23%,3%
CN(C)CP(=O)(Nc1ccccc1)N(C)C (centres undefined),-3%,11%,-8,-8,42%,29%,2%,-4%,-2%
Oc1c(Cl)cc(Cl)cc1CN1CCN(Cc2ccccc2)CC1,-1%,-1%,5,-39,-12%,4%,-12%,-11%,?
CCOC(=O)C1CCCCC12C(C#N)=C(N)Oc1n[nH]c(C)c12 (centres undefined),5%,18%,11,-3,4%,12%,0%,-2%,6%
C=CCN1CC[C@]23c4c5ccc(O)c4OC2C(=O)CC[C@@]3(O)C1C5 (some centres undefined),3%,0%,4,-2,4%,-11%,0%,-2%,-15%
Cc1ccc(-n2c(=S)[nH]c3ccccc3c2=O)cc1F,-12%,-2%,?,-3,-5%,-2%,3%,/,/
CC(=O)N1CC(=O)Nc2ccc(Cl)cc2C1c1ccc(F)cc1 (centres undefined),-13%,-6%,40,2,?,4%,4%,0%,0%
NC(Cc1ccc(O)cc1)C(=O)NN=Cc1ccc(N(CCCl)CCCl)cc1 (centres undefined),?,-9%,-2,-7,11%,?,3%,?,22%
O=S(=O)(c1ccc(Cl)cc1)N1Cc2cc(Br)ccc2-n2nncc2C1,2%,-16%,6,3,?,-17%,-4%,/,/
CC(C)C[C@H]1CN=C(Nc2ccccc2)N1CC1CCC(C(C)(C)C)CC1 (some centres undefined),?,?,-87*,-52,?,-8%,-14%,-2%[9.22 µM],?
Cn1c(=O)c2c(nc(-c3ccc(N(CCCl)CCCl)cc3)n2C)n(C)c1=O,19%,-15%,?,-6,-25%,-11%,-20%,?,13%
c1cc2c(cc1N1CCOCC1)CNCc1cnnn1-2,-1%,18%,1,0,16%,19%,0%,/,/
O=C1CC(=O)N(Cc2ccccc2)C(=O)N1,9%,8%,-6,-15,-5%,10%,1%,-3%,-2%
CCCc1cnc(Nc2nc(C(N)Cc3ccc(OC)cc3)cs2)nc1 (centres undefined),?,?,?,-6,?,21µM*,?,/,/

# Rewritten with bars between the fields: 11 of the compounds above
smiles | HEK293 tox | HT1080 IDH1KD tx | IL-1B inflam inh | D3 ag | KB-V1 MDR tox | HT1080NT lethal | KB-3-1 cytotox | SW480 rereplic | MCF10A rereplic
CCOc1ccc2nc(N=Nc3c(O)[nH]c(=O)[nH]c3=O)sc2c1 | -18% | 14% | 6 | -1 | 8% | 24% | 3% | 23% | 3%
CN(C)CP(=O)(Nc1ccccc1)N(C)C (centres undefined) | -3% | 11% | -8 | -8 | 42% | 29% | 2% | -4% | -2%
Oc1c(Cl)cc(Cl)cc1CN1CCN(Cc2ccccc2)CC1 | -1% | -1% | 5 | -39 | -12% | 4% | -12% | -11% | ?
CCOC(=O)C1CCCCC12C(C#N)=C(N)Oc1n[nH]c(C)c12 (centres undefined) | 5% | 18% | 11 | -3 | 4% | 12% | 0% | -2% | 6%
C=CCN1CC[C@]23c4c5ccc(O)c4OC2C(=O)CC[C@@]3(O)C1C5 (some centres undefined) | 3% | 0% | 4 | -2 | 4% | -11% | 0% | -2% | -15%
Cc1ccc(-n2c(=S)[nH]c3ccccc3c2=O)cc1F | -12% | -2% | ? | -3 | -5% | -2% | 3% | / | /
CC(=O)N1CC(=O)Nc2ccc(Cl)cc2C1c1ccc(F)cc1 (centres undefined) | -13% | -6% | 40 | 2 | ? | 4% | 4% | 0% | 0%
NC(Cc1ccc(O)cc1)C(=O)NN=Cc1ccc(N(CCCl)CCCl)cc1 (centres undefined) | ? | -9% | -2 | -7 | 11% | ? | 3% | ? | 22%
O=S(=O)(c1ccc(Cl)cc1)N1Cc2cc(Br)ccc2-n2nncc2C1 | 2% | -16% | 6 | 3 | ? | -17% | -4% | / | /
CC(C)C[C@H]1CN=C(Nc2ccccc2)N1CC1CCC(C(C)(C)C)CC1 (some centres undefined) | ? | ? | -87* | -52 | ? | -8% | -14% | -2%[9.22 µM] | ?
Cn1c(=O)c2c(nc(-c3ccc(N(CCCl)CCCl)cc3)n2C)n(C)c1=O | 19% | -15% | ? | -6 | -25% | -11% | -20% | ? | 13%

# High-throughput results as filed in PubChem BioAssay.

# These rows are one share of the data; count on the stated rates, not on these rows.
